From PubChem
ELG1 repair inh = ELG1-dependent DNA repair inhibition; HEK293T ELG1-luciferase reporter, luminescence, 16 h; DNA damage induced by 5-fluorouridine; Potency, µM (series often up to 46.1 µM), inactives show top-dose activity change, negative = inhibition, hits mostly inhibitors; actives 2.3% (n = 330,000); AID 504467; further: potency means the concentration at half of the fitted maximal effect; on the % scale 0 is the no-effect control and ±100 the full control effect; nearly all actives have a fitted effect of over 55% in size
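Quantitative HTS, concentration-response format. 2,000 cells/well co-treated with 5-fluorouridine and compound, 16 hr in 5% CO2 at 37 °C; ONE-Glo luminescence read after 30 min.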
TRPV1 agonist = human TRPV1 agonism; actives 0.19% (n = 320,000); TRPV1-expressing cells, Fluo-8 calcium influx, agonist mode; AID 540275; activation, % at 8.33 µM; Q8NER1; in the data active means activation above about 80%; inconclusive means between about 30% and that limit; further: 0% is about no effect
Target sequence (Q8NER1 whole entry, looked up): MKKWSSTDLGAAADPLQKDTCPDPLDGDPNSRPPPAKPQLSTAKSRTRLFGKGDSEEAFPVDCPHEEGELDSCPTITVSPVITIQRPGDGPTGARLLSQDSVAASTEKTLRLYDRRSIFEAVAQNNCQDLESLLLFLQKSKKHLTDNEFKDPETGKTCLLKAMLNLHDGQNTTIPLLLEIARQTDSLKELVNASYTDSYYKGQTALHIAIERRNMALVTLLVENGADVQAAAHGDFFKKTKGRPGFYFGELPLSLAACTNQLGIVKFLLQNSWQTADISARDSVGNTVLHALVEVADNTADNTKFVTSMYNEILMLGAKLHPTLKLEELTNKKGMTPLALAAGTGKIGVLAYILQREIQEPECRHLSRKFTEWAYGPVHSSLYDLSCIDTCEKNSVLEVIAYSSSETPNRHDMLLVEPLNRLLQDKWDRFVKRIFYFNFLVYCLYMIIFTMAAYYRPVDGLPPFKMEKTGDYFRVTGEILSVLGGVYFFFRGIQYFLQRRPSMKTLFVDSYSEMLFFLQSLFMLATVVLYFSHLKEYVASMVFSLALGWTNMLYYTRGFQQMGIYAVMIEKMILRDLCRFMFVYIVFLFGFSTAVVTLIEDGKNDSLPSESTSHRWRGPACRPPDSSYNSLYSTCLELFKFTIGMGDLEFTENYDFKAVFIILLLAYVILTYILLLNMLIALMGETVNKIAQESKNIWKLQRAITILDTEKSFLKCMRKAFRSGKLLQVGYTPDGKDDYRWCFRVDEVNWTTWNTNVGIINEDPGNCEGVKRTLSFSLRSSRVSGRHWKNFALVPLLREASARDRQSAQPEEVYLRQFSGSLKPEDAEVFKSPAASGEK
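TRPV1-expressing cells were cultured overnight at 35.5C and loaded with Fluo-8 calcium dye for 40 to 90 min at room temperature. After a 10 s baseline, compound was added and calcium influx was read kinetically for 3 min (ex 480/em 520 nm).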
Tb PFK inh = blocks T. brucei phosphofructokinase | O15648 | actives 0.17% (n = 330,000) | T. brucei PFK, ADP-Glo luminescence | Potency, µM (series often up to 57.5 µM), without a hit: top-dose activity, negative = inhibition, most hits filed as inhibitors | AID 485367;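 further: potency means the concentration at half of the fitted maximal effect; 0% = uninhibited 1x PFK enzyme wells and -100% = no-enzyme wells; nearly all actives have a fitted effect of over 60% in size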
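In TEA buffer at pH 8.0 with 5 mM MgCl2, enzyme (1.25 nM) converted F6P (0.5 mM) and ATP (0.1 mM) for 45 min at room temperature. ADP product was read by luciferase luminescence.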
VP16 counter = Gal4-VP16 reporter inhibition counter-screen | actives 3.5% (n = 310,000) | Potency, µM (titrated, usually from 53.6 µM), for inactives: top-dose activity, negative = inhibition, usual class: inhibitors | Drosophila S2 Gal4-VP16 UAS-luciferase, luminescence, 20 h;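 further: Gal4-VP16 expression switched on by copper sulfate through the metallothionein promoter; potency means the concentration at half of the fitted maximal effect; on the % scale 0 is the no-effect control and ±100 the full control effect; nearly all actives have a fitted effect of over 50% in size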
NPC1 prom act = activators of NPC1 promoter; Potency, µM (top dose mostly 9.22 µM), for inactives: at the highest dose activation, hits mostly activators; actives 2.4% (n = 320,000); Huh7 NPC1 promoter luciferase reporter, 24 h;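 further: potency means the concentration at half of the fitted maximal effect; % of control where 0% means no effect; nearly all actives have a fitted effect of over 60% in size; reporter is driven by a mutant NPC1 promoter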
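Compounds in DMSO were transferred onto Huh7 NPC1-luciferase reporter cells pre-incubated 2 h; after 24 h at 37 °C, Amplite reagent was dispensed and luminescence recorded 10 min later.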
ELG1 genotoxic = induces genotoxicity in HEK293T cells with luciferase-tagged ELG1; actives 1.3% (n = 330,000); HEK293T ELG1-luciferase reporter, luminescence, 16 h; AID 504466; Potency, µM (titrated, usually from 46 µM), for the others: at the top dose activity change, positive = activation, actives largely listed as activators; further: potency means the concentration at half of the fitted maximal effect; % of control where 0% means no effect; nearly all actives have a fitted effect of over 60% in size
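Reporter readout depends on ELG1 protein level, which increases with genetic stress. After 16 hr compound exposure at 37 °C, luciferase activity was quantified using ONE-Glo.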
FLuc modulator = firefly luciferase modulation, counter-screen for miR-21 project | purified FLuc, Km substrates, luminescence inhibition | P08659 | Potency, µM (highest dose often 57.5 µM), for the others: at the top dose activity change, negative = inhibition, hits mostly inhibitors | actives 6.9% (n = 360,000);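 further: potency means the concentration at half of the fitted maximal effect; plate controls were vehicle for no effect and reference inhibitor for full effect; nearly all actives have a fitted effect of over 55% in size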
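Biochemical qHTS of compounds, final roughly 60 µM downward over six points, against 10 nM purified firefly luciferase using Km concentrations of substrates (10 uM D-luciferin, 10 uM ATP) in Tris acetate pH 7.5 buffer; luminescence output.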
BRCA1 expr act = activators of BRCA1 expression; MCF7-BRCA1-FFLuc reporter, luminescence, 48 h; response scale: scaled: vehicle 0%, 10 µM genistein 100%; Potency, µM (highest dose often 46.1 µM), inactives show at the highest dose activation, usual class: activators; actives 1.1% (n = 380,000); AID 624202; further: potency means the concentration at half of the fitted maximal effect; nearly all actives have a fitted effect of over 80% in size; some results filed as inactive show a strong effect at the top dose
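Using MCF7 cells harboring a BRCA1 firefly luciferase reporter, plated 2 h before compound pinning, the screen measured luminescence after 48 h incubation. Responses were normalized to DMSO and 10 microM genistein, then fitted for concentration-effect.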
p53 reactivation = restores transcriptional activity of mutant p53 | H1299 p53-A138V BP100-luciferase reporter, luminescence, 24 h | Potency, µM (top dose mostly 92.2 µM), for inactives: top-dose activity change, positive = activation, hits mostly activators | actives 0.063% (n = 320,000) | AID 504706; further: potency means the concentration at half of the fitted maximal effect; % of control where 0% means no effect; nearly all actives have a fitted effect of over 45% in size
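p53-null H1299 cells stably carrying temperature-sensitive p53-A138V and a BP100-luciferase reporter were pinned with compounds (4-point, 1:5 series) and held 24 hrs at 37 deg C. Luminescence was read 10 min after detection reagent.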
RORgamma inh = blocks mouse ROR gamma transcriptional activity | P51450 | Drosophila S2 Gal4-RORgamma UAS-luciferase reporter, 20 h | Potency, µM (titrated, usually from 53.6 µM), for the others: top-dose activity change, negative = inhibition, actives largely listed as inhibitors | actives 5.4% (n = 310,000); further: potency means the concentration at half of the fitted maximal effect; on the % scale 0 is the no-effect control and ±100 the full control effect; nearly all actives have a fitted effect of over 60% in size
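Stable Schneider cell line, Gal4 DNA-binding domain fused to ROR gamma, UAS-luciferase. Cmpd 1 hr RT → CuSO4 700 uM final → 20 hr RT → luciferase reagent 10 min → luminescence.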
Rab9 promoter act = activators of Rab9 promoter; Huh7 Rab9 promoter-luciferase reporter, luminescence, 24 h; Potency, µM (series often up to 9.22 µM), without a hit: at the top dose activation, negative = inhibition, actives largely listed as activators; actives 2.8% (n = 320,000); AID 485297; further: potency means the concentration at half of the fitted maximal effect; % of control where 0% means no effect; nearly all actives have a fitted effect of over 60% in size
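Luciferase signal after 10 min detection reagent at ambient indicates Rab9 promoter upregulation; stably transfected Huh7 cells were treated 24 h with compound in DMSO at 37 °C, 5% CO2.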
An asterisk follows results filed as active; ? = inconclusive; · = not tested or not shown; [ ] = another dose, or the depositor's remark. Unless noted, the call rests on the fitted dose curve; in most records, active means well fitted curve in the direction sought with a large enough effect; inconclusive means small, poorly fitted or top-dose-only effect, or another doubt; inactive means no such curve, though single readings can be large; an effect the other way counts as inactive or inconclusive. Outcome played no part in choosing rows; overall some 15% were active at least once.

smiles	VP16 counter	Tb PFK inh	p53 reactivation	ELG1 repair inh	TRPV1 agonist	NPC1 prom act	BRCA1 expr act	ELG1 genotoxic	RORgamma inh	FLuc modulator	Rab9 promoter act
Cc1cc(C)c2nc(N3CCC(C(=O)NCc4ccccn4)CC3)sc2c1	-6%	-2%	2%	?	?	11%	4µM*	1%	?	17µM*	21%
CN1N=C2c3ccccc3CCCC2C1c1ccc(F)cc1 (stereo not given)	4%	0%	25%	?	9	17%	-68%	?	?	12µM*	26%
CCC(=O)c1ccccc1OCC(=O)Nc1c(C)cccc1C	-19%	-10%	0%	-20%	13	1%	1%	-9%	6%	-3%	1%
COc1ccc(NC(=O)CSc2ccccc2)cc1S(=O)(=O)N1CCCCC1	-10%	-4%	8%	-13%	8	-3%	-27%	-6%	?	0%	-5%
Cn1c(=S)n(C)c2ccccc21	-1%	1%	2%	?	-4	-2%	1%	16%	-45%	6%	11%
CCCCC1NC(=S)N(C2CCCCC2)C1=O (stereo not given)	?	-8%	-11%	20%	?	0%	-3%	-1%	13µM*	1%	-5%
COc1ccccc1CN1CC(=O)N2CSC[C@H]2C1=O	-3%	1%	-3%	4%	4	1%	-3%	2%	0%	0%	-2%
O=C(COc1ccc2c3c(c(=O)oc2c1)CCC3)Nc1ccc(CN2CCOCC2)cc1	-10%	1%	0%	6%	7	18%	28%	0%	1%	2%	4%
Cn1c(=O)c2c(nc(CN3CCN(Cc4ccccc4)CC3)n2Cc2ccccc2)n(C)c1=O	1%	-6%	-8%	?	0	0%	·	-2%	6%	0%	-1%
COc1ccc(CCNC(=O)c2ccc(NS(=O)(=O)c3c(C)noc3C)cc2)cc1OC	-3%	-1%	-3%	2%	-4	-6%	-17%	0%	27%	0%	-10%
CC(=O)c1ccc(S(=O)(=O)N2CCC3(CC2)OCCO3)cc1	0%	1%	2%	2%	11	-1%	15%	-1%	-13%	4%	-2%
O=[N+]([O-])c1ccc(Sc2cccc[n+]2[O-])c2nonc12	1µM*	11µM*	-15%	?	?	-38%[inhibitor]	-92%[inhibitor]	-20%	1µM*	4.8µM*	-48%[inhibitor]
Cc1ccccc1NC(=O)c1ccc(NC(=O)C2CCCO2)cc1 (stereo not given)	6%	1%	?	?	0	-3%	53%	1%	5%	-1%	1%
O=C(Cn1c(N2CCN(c3ccccc3)CC2)nc2ccccc21)c1ccccc1	-4%	2%	12%	8%	8	2%	-21%	4%	2%	2%	-7%
O=C(NN1CCOCC1)c1cccc(COc2cccc(Br)c2)c1	-13%	-2%	0%	16%	6	1%	?	6%	-11%	?	18%
O=C(O)Cn1c(=S)sc2ccccc21	1%	2%	1%	?	3	-3%	-20%	0%	?	?	1%
O=C1CCCN1CN(C(=O)c1ccccc1)c1ccccc1	-4%	2%	-2%	7%	-6	0%	2%	1%	-4%	-2%	-1%
CCc1ccccc1NC(=O)c1ccc(S(=O)(=O)N2CCCC2)cc1	-2%	-1%	-6%	-2%	11	2%	-23%	4%	5%	-2%	3%
Cc1cc(N=Nc2ccccc2)c(NCC(O)C(O)C(O)CO)cc1C (stereo not given)	-2%	-4%	2%	-13%	9	0%	-8%	7%	17%	?	-4%
O=C(c1ccc(Cl)cc1)C1CCCN(C(=O)/C=C/c2ccccn2)C1 (stereo not given)	22%	-1%	-3%	?	14	1%	2%	0%	?	-9%	1%

Arranged by value in Rab9 promoter act (low to high): 3 of the compounds above.
mol | Rab9 promoter act
O=C(Cn1c(N2CCN(c3ccccc3)CC2)nc2ccccc21)c1ccccc1 | -7%
CCCCC1NC(=S)N(C2CCCCC2)C1=O (stereo not given) | -5%
O=C1CCCN1CN(C(=O)c1ccccc1)c1ccccc1 | -1%

(more compounds)
smiles	VP16 counter	Tb PFK inh	p53 reactivation	ELG1 repair inh	TRPV1 agonist	NPC1 prom act	BRCA1 expr act	ELG1 genotoxic	RORgamma inh	FLuc modulator	Rab9 promoter act
O=C(O)c1cc(NC(=O)c2cccc(C(=O)Nc3cc(C(=O)O)cc(C(=O)O)c3)c2)cc(C(=O)O)c1	-7%	16%	·	24%	1	1%	-2%	1%	-7%	10%	-4%
CSc1ncc(C(=O)Nc2ccccc2)cn1	?	1%	9%	-1%	25	0%	17%	-2%	?	2%	4%
COCCOC(=O)C1=C(C)NC(=S)NC1/C=C/c1ccccc1 (stereo not given)	0%	6%	-15%	5.8µM*	3	3%	-16%	3%	13%[10 µM]	-2%	0%
c1cn2cc(-c3ccc4c(c3)OCO4)nc2s1	-19%	-29%	?	?	0	0.45µM*	?	?	?	1.9µM*	0.63µM*
CC1CCN(C(=O)C2CCN(C(=O)c3cc4sccc4n3Cc3ccc(F)cc3)CC2)CC1	?	-1%	1%	16µM*	?	1%	-51%	-23%	-15%	5%	-6%
Cc1ccc([N+](=O)[O-])cc1S(=O)(=O)Nc1ccc(N2CCOCC2)cc1	-9%	-1%	3%	-2%	0	-2%	0%	3%	5%	-1%	-5%
O=C(NC(=S)Nc1cccc(Cl)c1N1CCCCC1)c1cccs1	?	-4%	5%	0%	?	-3%	-51%	-6%	0.71µM*	1%	-5%
N=c1c(C(=O)NCC2CCCO2)cc2c(=O)n3ccccc3nc2n1Cc1ccccc1Cl (stereo not given)	-3%	1%	3%	-27%	?	-2%	0%	15%	-29%	1%	-5%
O=C(NCc1ccc(F)cc1)Nc1ccccc1	5%	0%	22%	?	?	?	10µM*	?	-12%	?	?
Cn1c(NNC(=O)C(c2ccccc2)c2ccccc2)cc(=O)n(C)c1=O	-2%	-8%	12%	13%	2	-2%	-11%	-1%	-2%	1%	3%
CC1Cc2nc(SCC(=O)N3CCOCC3)n(-c3ccccc3)c(=O)c2S1 (stereo not given)	4%	0%	14%	8%	-1	-2%	12%	-4%	12%	3%	-8%
CC(C)[C@H](NC(=O)c1ccco1)C(=O)OCC(=O)Nc1ccc(F)cc1	1%	-1%	21%	-3%	1	-6%	-19%	0%	-1%	-1%	8%
CN(CC(=O)Nc1ccc(N2CCOCC2)cc1)C(=O)C12CC3CC(CC(C3)C1)C2	·	2%	1%	2%	17	7%	4%	2%	·	0%	11%
COc1ccc(S(=O)(=O)N2CCCC2C(=O)Nc2nccs2)cc1 (stereo not given)	-2%	·	·	·	-2	·	22%	·	5%	0%	·
CC(C)CCn1c(N2CCOCC2)nc2c1c(=O)n(CC(N)=O)c(=O)n2C	3%	4%	4%	-2%	0	-1%	-16%	-3%	-21%	1%	0%
COc1ccc(CNC(=O)CSc2nc3ccc(N)cc3s2)cc1	1%	2%	2%	13%	-3	-1%	-30%	0%	32%	?	18%
Cc1ccc(C)c(NC(=S)N2CCC(NC(=O)c3ccc(F)cc3)CC2)c1	14%	2%	2%	1%	0	-7%	-3%	-4%	-24%	1%	-3%
Cn1c(=N)n(CC(O)c2ccco2)c2ccccc21 (stereo not given)	0%	-2%	-2%	6%	-1	5%	0%	3%	-21%	-4%	6%
O=C(Nc1nccs1)C1CCCN(S(=O)(=O)c2cccc3cccnc23)C1 (stereo not given)	-20%	1%	-6%	23µM*	3	0%	-9%	-18%	-1%	1%	0%
O=C(OCC(=O)c1ccc[nH]1)c1ccc2ccccc2n1	-3%	0%	2%	-1%	-1	-1%	-6%	5%	3%	?	-5%
O=C(COc1ccc(C(=S)N2CCOCC2)cc1)N1CCOCC1	10%	7%	-8%	-1%	1	1%	-19%	4%	9%	2%	2%
COC(=O)CN1C(=O)c2cccc3cccc1c23	2%	-1%	?	2%	2	1%	-10%	0%	12%	1%	8%
O=C(Cn1nc(Cc2cccnc2)c2ccccc2c1=O)NCCCN1CCCC1=O	0%	2%	-4%	4%	·	-1%	0%	1%	1%	0%	-3%
Cc1ccc(S(=O)(=O)Nc2ccccc2N2CCCCC2)cc1	·	1%	9%	?	·	·	-51%	1%	·	·	·
Cc1ccc(NC(=O)c2cc(-n3cnnc3)ccc2Cl)cc1	9%	-4%	-2%	-16%	-3	2%	-4%	-4%	3%	?	0%
Cc1cc([N+](=O)[O-])c(N2CCC[C@@H]2C(=O)O)c([N+](=O)[O-])c1	-4%	-2%	3%	10%	1	1%	0%	0%	-34%	3%	0%
